TIM10 inh – growth inhibitors of TIM10 yeast strain; S. cerevisiae TIM10 strain growth, BacTiter-Glo luminescence, 24 h; inhibition, % at 10 µM; actives 1.4% (n = 330,000);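 active = inhibition of 40% or more at the single tested concentration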;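 note: wild-type TIM10 isogenic control strain grown at permissive 25 °C; 0% = DMSO yeast wells and 100% = minimal medium wells without yeast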
Mdm2 MdmX PPI – human Mdm2/MdmX binding inhibition; inhibition, % at 8 µM; actives 3% (n = 330,000); AID 485346; SaOS-2 split-luciferase Mdm2/MdmX complementation, luminescence;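 active = inhibition of at least 50% at 8 µM in the primary screen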
NR3A LBD binder – modulates the human NR3A ligand-binding domain. NR3A LBD differential scanning fluorimetry, Tm shift; 0% = protein alone, 100% = glycine-bound protein. actives 2.5% (n = 340,000). Tm shift relative to glycine control, % at 25 µM. AID 1259313;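 active = melting temperature shift of at least 10% of the positive control shift, at one fixed dose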
tim23-1 inh – inhibits growth of tim23-1 mutant yeast | S. cerevisiae tim23-1 growth, BacTiter-Glo luminescence, 24 h | inhibition, % at 20 µM | actives 1.3% (n = 330,000);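 active = growth inhibition of the mutant yeast at or above 50%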;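 note: temperature-sensitive mutant grown at 25 °C; plate controls were DMSO-treated mutant yeast for no effect and medium wells lacking yeast for full effect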
APJ ag – APJ receptor agonism; activation, % at 20 µM; CHO-K1 APJ PathHunter beta-arrestin, luminescence; 0% DMSO wells, 100% apelin; actives 0.11% (n = 330,000);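 active = activation more than six SD over the plate average, tested at 20 µM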;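 note: 0% = DMSO alone and 100% = apelin-13 at 10 nM; some results filed as inactive read as strong as hits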
Target sequence (P35414 whole entry, looked up): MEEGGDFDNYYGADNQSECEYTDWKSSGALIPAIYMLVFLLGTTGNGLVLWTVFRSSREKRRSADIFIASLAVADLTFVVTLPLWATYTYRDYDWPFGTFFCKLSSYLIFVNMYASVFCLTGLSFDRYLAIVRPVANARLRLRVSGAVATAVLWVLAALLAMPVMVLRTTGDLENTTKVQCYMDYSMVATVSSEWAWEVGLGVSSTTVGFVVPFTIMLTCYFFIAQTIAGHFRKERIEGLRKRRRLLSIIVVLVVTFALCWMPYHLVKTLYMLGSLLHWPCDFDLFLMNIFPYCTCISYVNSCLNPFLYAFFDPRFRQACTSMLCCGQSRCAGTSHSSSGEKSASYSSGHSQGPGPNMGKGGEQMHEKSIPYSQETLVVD
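Assay system: CHO-K1 APJ beta-arrestin complementation cell line / Compound: single test compound dose, 20 µM final, 1% DMSO / Times: overnight seeding, 90 min compound at 25 °C, 1 h detection / Technique: beta-gal luminescence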
UPR CHOP act – activators of apoptotic arm of unfolded protein response (CHOP); AID 449763; CHO-CHOP luciferase reporter, UPR activation, luminescence; percent of tunicamycin response over DMSO baseline; activation, % at 10 µM; actives 0.34% (n = 330,000);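 active = at 10 µM dose, activation of 40% or more, normalized to positive control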;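 note: 100% = tunicamycin at 10 µg/mL and 0% = DMSO alone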
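Material: CHO-CHOP cells, stable luciferase reporter of PERK-eIF2a-CHOP signalling; quantity: 500 reporter cells seeded per well; buffer or medium: F12 medium containing 10% fetal bovine serum; compound: one dose, 10 µM in 0.5% DMSO; incubation: 6 h compound treatment, 37 °C; measured by: Steady-Glo luciferase luminescence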
XBP1 UPR activ – adaptive UPR (XBP1) activation; CHO-XBP1 luciferase reporter, IRE1-XBP1 UPR activation, luminescence; percent of tunicamycin response, DMSO as zero; activation, % at 20 µM; actives 0.33% (n = 330,000);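 active = versus positive control, 20 µM dose yields 30% or more activation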;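 note: 100% = tunicamycin at 10 µg/mL and 0% = DMSO only wells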
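incubation = overnight seeding at 37 °C, 6 h compound treatment at 37 °C | assay system = CHO-XBP1 cells stably carrying IRE1-XBP1-driven luciferase reporter | input = 1000 cells per well | detection = luciferase luminescence | dosing = single point, 20 µM final compound, 1% DMSO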
tim10-1 inh – growth inhibitors of tim10-1 mutant yeast. S. cerevisiae tim10-1 ts strain growth, BacTiter-Glo, 24 h. inhibition, % at 20 µM. actives 2.2% (n = 330,000). AID 463190;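 active = inhibition of at least 40%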;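 note: mutant grown at 25 °C; 0% = DMSO wells with yeast and 100% = wells holding no yeast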
NALP3 yeast inh – inhibitors of NALP3 inflammasome in yeast. actives 0.39% (n = 330,000). Yeast reconstituted NLRP3/ASC/caspase-1, beta-gal luminescence, 24 h. inhibition, % at 10 µM;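 active = inhibition of 50% or more; inactive = inhibition below 50%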;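 note: plate controls were induced DMSO wells for no effect and uninduced yeast grown without galactose for full effect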
The depositor's hits bear a star; . = no result given. This is a random part of the collection. About 8.2% of those tested had a hit in this group.

SMILES | TIM10 inh | Mdm2 MdmX PPI | NR3A LBD binder | tim23-1 inh | APJ ag | UPR CHOP act | XBP1 UPR activ | tim10-1 inh | NALP3 yeast inh
CCOC(=O)c1ccc(S(=O)(=O)n2c(=O)oc3ccccc32)cc1 | 13.4 | -5.6 | 0.3 | 40.1 | -1.6 | 0.4 | -1.4 | 25.0 | 2.2
CCC(=O)N1CCc2cc(Br)cc(S(=O)(=O)NCc3ccccc3OC)c21 | 0.8 | 8.2 | 1.1 | 19.7 | 0.2 | 1.0 | 2.6 | 20.2 | 24.4
COC(=O)c1ccsc1NC(=O)CN1CCN(c2ncccn2)CC1 | -2.0 | -3.1 | 1.6 | 9.0 | -1.3 | -2.7 | -2.4 | 4.7 | 18.6
COc1cc(CNc2ccc3[nH]c(=O)[nH]c3c2)ccc1OCC(=O)NC(C)(C)C | 4.8 | 22.0 | -1.4 | 1.4 | 3.1 | 1.0 | 1.6 | 15.8 | 6.6
CN1CC(=O)N(CC(=O)NCc2ccc(F)cc2)c2ccccc2C1=O | -18.7 | -1.4 | -2.9 | 1.1 | -1.9 | -0.1 | -3.5 | 0.9 | 13.7
COC(c1ccc(Cl)cc1)(c1ccc(Cl)cc1)C(Oc1nccc(C)n1)C(=O)O (stereo unspecified) | 1.4 | 38.4 | -1.1 | 14.0 | -2.1 | -1.2 | -5.6 | 4.8 | 16.0
CCN(CC)CC#CC(O)(c1ccccc1)c1ccccc1 | -9.8 | 13.9 | -0.9 | 8.8 | -3.4 | -1.6 | -1.5 | -18.4 | 8.7
Cc1cccc(N2CCN(C(=O)N3CCOCC3)CC2)c1C | 10.3 | 13.3 | 0.7 | -1.7 | -1.4 | 0.3 | -0.5 | 13.2 | 17.9
COC(=O)c1cc(C(=O)Nc2cc(C)ccn2)cc([N+](=O)[O-])c1 | 4.7 | 23.8 | 3.9 | 11.1 | 2.5 | -2.8 | 0.9 | -11.3 | 22.3
O=C(CSc1nnc(-c2cccs2)n1-c1ccccc1)N1CCCc2ccccc21 | 20.4 | -14.9 | -1.4 | 6.6 | -3.4 | -2.0 | 6.6 | 15.6 | 1.0
COc1cc(NC(=O)C2C3CCC(O3)C2C(=O)O)cc(OC)c1 (stereo unspecified) | -1.4 | 34.0 | 4.8 | 0.2 | -0.8 | 0.1 | 0.5 | 9.4 | 12.8
O=C(N/N=C/c1ccccn1)c1ccc(NC(=O)c2ccccc2Cl)cc1 | -5.9 | 20.1 | -23.0 | -29.3 | 0.9 | 1.7 | 0.6 | -83.6 | 5.7
O=C(Nc1ccc(S(=O)(=O)N2CCOCC2)cc1)C1COc2ccccc2O1 (stereo unspecified) | 23.5 | -7.3 | 0.1 | 24.7 | 0.2 | 3.5 | -0.5 | 33.5 | 22.9
CCOC(=O)C1(CC2CC2)CCN(S(=O)(=O)C[C@]23CC[C@H](CC2=O)C3(C)C)CC1 | 17.5 | 1.7 | 0.0 | 31.7 | -2.8 | -0.9 | -1.8 | 17.8 | 11.2
COc1ccc(-n2cc(CNCC3CCOCC3)c(-c3cccc(F)c3)n2)cc1 | 17.7 | 25.4 | -2.5 | 16.1 | 1.5 | 0.1 | 2.1 | 19.0 | 25.5
O=C(Nc1ncc2c(n1)-c1ccccc1CC2)c1ccccc1 | 11.6 | 10.3 | -0.2 | 38.6 | -1.4 | 3.1 | 0.0 | 47.3* | 8.6
CC(C)(C)NCC(O)COc1ccccc1C(=O)CCc1ccccc1 (stereo unspecified) | 1.0 | 14.1 | 2.2 | -3.5 | 1.6 | -1.1 | -2.1 | -7.0 | -1.0
C/C(=C\c1ccccc1)C1Nc2cccc3cccc(c23)N1 | -0.5 | 20.1 | . | 25.5 | 4.5 | 15.6 | 19.9 | 24.0 | 14.1
Cc1onc(-c2ccccc2)c1C(=O)NCC1CCCO1 (stereo unspecified) | -11.7 | 15.0 | 1.2 | -4.1 | -1.3 | 0.0 | -1.8 | 5.7 | 12.9
CSc1ccc(CNC(=O)C2Cc3cc(S(=O)(=O)N4CCCC4)ccc3N2C(C)=O)cc1 (stereo unspecified) | -1.5 | 4.0 | 1.4 | -1.7 | -1.8 | 1.0 | -1.1 | 10.0 | -5.6
C=CCc1ccc(OCc2ccc(C(=O)O)o2)c(OC)c1 | 0.5 | -45.4 | -2.0 | -3.7 | 0.9 | -4.4 | -9.2 | 4.7 | 4.0
COc1ccc(/C=C/C(=O)OCC(=O)N(C)CC(=O)Nc2ccc(C)cc2)c(OC)c1 | 1.1 | 12.6 | 1.0 | 6.3 | -2.0 | 2.6 | 0.4 | 11.0 | 14.1
CCN1CCCC1CNC(=O)Cn1cccc1C(=O)c1ccccc1C (stereo unspecified) | -1.0 | -5.0 | -0.9 | 15.1 | -0.2 | -1.6 | 0.8 | 5.0 | 12.2
Fc1cccc(-c2c(-c3ccccc3)ncc3cc(F)ccc23)c1 | 0.8 | 4.1 | 1.1 | 28.3 | -2.7 | 1.3 | 5.2 | 14.4 | -19.4
Cc1ccc(C(=O)NC2CC(C)(C)NC(C)(C)C2)cc1S(=O)(=O)N1CCCCC1 | -1.7 | 15.0 | 2.1 | -13.4 | -1.8 | 1.1 | -3.1 | -9.6 | -0.7

2 compounds drawn at random from those above:
SMILES | TIM10 inh | Mdm2 MdmX PPI | NR3A LBD binder | tim23-1 inh | APJ ag | UPR CHOP act | XBP1 UPR activ | tim10-1 inh | NALP3 yeast inh
COc1cc(CNc2ccc3[nH]c(=O)[nH]c3c2)ccc1OCC(=O)NC(C)(C)C | 4.8 | 22.0 | -1.4 | 1.4 | 3.1 | 1.0 | 1.6 | 15.8 | 6.6
CC(C)(C)NCC(O)COc1ccccc1C(=O)CCc1ccccc1 (stereo unspecified) | 1.0 | 14.1 | 2.2 | -3.5 | 1.6 | -1.1 | -2.1 | -7.0 | -1.0

More results follow.
SMILES | TIM10 inh | Mdm2 MdmX PPI | NR3A LBD binder | tim23-1 inh | APJ ag | UPR CHOP act | XBP1 UPR activ | tim10-1 inh | NALP3 yeast inh
CCOC(=O)c1c(/N=C/C2=C(O)CC(C)(C)CC2=O)sc(C)c1C | 12.2 | 10.2 | -3.5 | 30.6 | -1.0 | 1.9 | 0.9 | 4.5 | 17.4
COc1cc(C#Cc2c(-c3cncn3C)n(C)c3ccc(Br)cc23)cc(OC)c1 | 6.9 | 75.0* | -8.2 | 2.6 | 0.4 | 8.4 | 9.5 | -2.7 | 22.0
Cc1cc(NC(=O)CSc2nc3cc(Cl)ccc3s2)no1 | -12.1 | 8.8 | 0.0 | -12.8 | 0.4 | 2.2 | 0.5 | 12.5 | 16.1
CC1CCc2sc(C(=O)NN)cc2C1 (stereo unspecified) | -1.6 | 12.9 | -3.5 | 19.0 | -1.8 | 0.9 | -0.3 | 8.2 | 26.4
CC1CCN(C(=O)CSc2nnc(-c3ccco3)o2)CC1 | 2.7 | -30.5 | -1.4 | 14.0 | -1.2 | -1.2 | 0.9 | 16.7 | -3.2
COC(=O)c1c[nH]c(=O)c2ccccc12 | -5.3 | 3.5 | -1.5 | 16.5 | -2.8 | 0.7 | -2.2 | 12.8 | 12.5
Cc1nccn1CC(=O)c1ccc(O)c(O)c1 | 0.2 | 18.5 | -0.2 | -10.3 | -1.7 | -1.5 | -2.4 | 0.8 | 4.7
CC(NC(=O)CN(C)CC(=O)Nc1ccccc1Br)c1ccccc1 (stereo unspecified) | 6.3 | 2.4 | 3.1 | 20.4 | -5.2 | 0.3 | -1.6 | 11.3 | 7.3
Cc1cc(C(=O)NCc2ccco2)no1 | -13.0 | 17.6 | 1.8 | 9.2 | -3.3 | -0.8 | -1.4 | -10.1 | 4.6
Cc1ccc2nc(NCCC(=O)O)nc(-c3ccccc3)c2c1 | 11.8 | -3.1 | -8.2 | 12.7 | -4.0 | -0.6 | 2.6 | -3.6 | 8.5
CC1C(C(=O)Nc2ccccc2)CCCC1(C)C(=O)O (stereo unspecified) | 15.4 | -11.3 | 2.4 | 2.4 | -2.5 | -2.6 | 2.2 | 2.4 | -4.0
O=C(NCc1ccc2c(c1)OCO2)c1ccc(N2CCCCCC2)c([N+](=O)[O-])c1 | 19.8 | 10.2 | -5.6 | 20.6 | -0.5 | -0.4 | 2.5 | 31.9 | 22.3
COc1cc(S(=O)(=O)NCc2ccccc2Cl)ccc1-n1cnnn1 | -1.1 | 25.9 | -1.7 | 0.1 | -2.0 | -0.5 | -3.4 | 16.6 | -2.3
O=C(C[n+]1ccccc1)N/N=C/c1ccc(C(=O)O)cc1 | 10.1 | -12.8 | 0.9 | 14.5 | -2.8 | 1.2 | 1.5 | 11.3 | 2.5
O=C(CSc1nccn1-c1ccc(Cl)cc1)N1CCCc2ccccc21 | 38.8 | 13.7 | -0.6 | 32.8 | -1.9 | -0.2 | -0.5 | 28.3 | 6.2
O=C(NC(c1ccccc1)c1ccccc1)c1ccc(=O)[nH]n1 | 13.4 | 13.0 | -0.3 | 4.5 | -3.0 | -1.6 | -3.5 | 4.0 | -2.2
CCOc1ccc(NC(=O)Cn2nnc(C(=O)NCCc3ccc(OC)c(OC)c3)c2N)cc1 | -0.1 | 0.6 | 1.6 | 16.9 | 3.9 | -0.8 | -1.4 | 5.6 | 14.5
CCOC(=O)N1CCN(C(=O)COc2ccc(Br)cc2)CC1 | 4.3 | 5.0 | 10.1* | 10.5 | -4.7 | -2.2 | 0.4 | 9.6 | 9.9
Cc1cc(NC(=O)C(C)SCC(=O)OC(C)C(=O)Nc2ccc(F)cc2Cl)no1 (stereo unspecified) | 3.3 | 19.6 | 1.5 | -10.7 | -6.3 | -0.7 | -1.2 | 13.3 | 8.5
COC(=O)c1ccc(NC(=O)C[n+]2ccccc2C)cc1 | 3.8 | 5.1 | -2.9 | -3.0 | -1.6 | 2.8 | 0.3 | -6.9 | 5.2
Cn1c(SCc2nc3ccccc3[nH]2)nnc1-c1cccs1 | 11.2 | -13.7 | 0.3 | 10.7 | 1.1 | -1.7 | 0.4 | 2.8 | 12.2
CC1(C)NC(=O)N(CC(=O)OCC(=O)c2ccc(F)cc2)C1=O | 2.7 | 10.8 | 0.8 | -4.3 | 1.4 | 0.9 | 1.7 | 14.8 | 19.0
Cc1ccc2cc(CCNC(=O)c3ccc(Br)o3)c(=O)[nH]c2c1 | -29.9 | 14.5 | 0.3 | -6.3 | -3.2 | -2.7 | -3.6 | 24.1 | 8.0
N/C(=N\OC(=O)Cc1ccccc1[N+](=O)[O-])c1cccnc1 | -12.8 | 9.1 | 0.9 | 17.8 | 5.0 | 0.8 | -3.5 | 14.6 | 7.2
COc1ccc(-c2noc(N3CCC(C(=O)Nc4ccc(OC)c(OC)c4)CC3)n2)cc1 | -17.1 | 21.2 | -2.9 | 1.0 | -1.1 | -0.1 | 2.8 | -1.8 | 10.6

Filtered by structure: the compounds so far with a tert-butyl group (2)
SMILES | TIM10 inh | Mdm2 MdmX PPI | NR3A LBD binder | tim23-1 inh | APJ ag | UPR CHOP act | XBP1 UPR activ | tim10-1 inh | NALP3 yeast inh
COc1cc(CNc2ccc3[nH]c(=O)[nH]c3c2)ccc1OCC(=O)NC(C)(C)C | 4.8 | 22.0 | -1.4 | 1.4 | 3.1 | 1.0 | 1.6 | 15.8 | 6.6
CC(C)(C)NCC(O)COc1ccccc1C(=O)CCc1ccccc1 (stereo unspecified) | 1.0 | 14.1 | 2.2 | -3.5 | 1.6 | -1.1 | -2.1 | -7.0 | -1.0

Screens deposited in PubChem BioAssay by Sanford-Burnham Center for Chemical Genomics.
